High-throughput results (PubChem BioAssay)
A549 viability: counter-screen for Nrf2 inhibitors: cytotoxicity in A549 cells | A549 ARE-Fluc cells, CellTiter-Fluor viability, 18-24 h | AID 504648 | 390,000 compounds, 0.16% hits | Potency, µM (doses to about 46 µM), inactives show at the top dose activity change, negative = cytotoxicity, usual class: inhibitors; note: potency is the fitted concentration of half-maximal effect; % is set by controls: 0 for no effect and ±100 for the full control effect
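A549 ARE_Fluc cells in 5% FBS OPTI-MEM were exposed to compounds in concentration-response for 18-24 h at 37 deg C. Viability was read by CellTiter-Fluor fluorescence (Ex 405/Em 525) after 30 min, before the luciferase read.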
Mm-Cpn inhibitor: blocks the Methanococcus maripaludis chaperonin Mm-Cpn; purified Mm-Cpn ATPase, ADP Transcreener TR-FRET; Potency, µM (doses to about 76.9 µM), inactives show top-dose activity, negative = inhibition, most hits filed as inhibitors; 330,000 compounds, 0.031% hits; note: potency is the fitted concentration of half-maximal effect; % is set by controls: 0 for no effect and ±100 for the full control effect; nearly all actives have a fitted effect of over 80% in size
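Inhibition of chaperonin ATP hydrolysis is measured as reduced ADP production, detected by competitive TR-FRET in which signal falls with ADP. Final enzyme 25 nM and ATP 10 uM, reacted 30 min at 37°C.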
pAkt inh: inhibitors of Akt phosphorylation; Neuro2A IGF-stimulated pAkt S473 HTRF, 20 min; stronger effect = lower value; activity change, % for hits at 50 µM; 360,000 compounds, 0.32% hits; AID 651550; in the data active = activity change below about -80%; inconclusive = mostly about -51% to -80%; note: % is set by controls: 0 for no effect and ±100 for the full control effect
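Neuro2A cells (4,500/well, DMEM with 0.5% FBS) were treated with compound at a single 50 µM final concentration, stimulated with 6 nM IGF for 20 min at 37 °C, and lysed. Phospho-Akt Ser473 was read by HTRF as 665/615 ratio ×10^4.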
Nrf2 activator: activates Nrf2 signaling; 410,000 compounds, 0.31% hits; AREc32 ARE-luciferase reporter (MCF7-derived line), luminescence, 24 h; Potency, µM (titrated, usually from 46.1 µM), inactives show at the top dose activation, most hits filed as activators; AID 624171; note: potency is the fitted concentration of half-maximal effect; % of control where 0% means no effect; nearly all actives have a fitted effect of over 65% in size
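ARE activation measured as luciferase luminescence (Steady-Glo, 30 min RT) in AREc32_Fluc cells after 24 hr compound exposure at 37 deg C, 5% CO2; cells seeded overnight at 1000/well in OPTI-MEM, 5% FBS.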
Nrf2 inh: inhibitors of Nrf2 signaling | 360,000 compounds, 2.1% hits | AID 504444 | Potency, µM (highest dose often 46 µM), inactives show top-dose activity change, negative = inhibition, usual class: inhibitors | A549 ARE-Fluc reporter, luciferase luminescence, 18-24 h; note: potency is the fitted concentration of half-maximal effect; % is set by controls: 0 for no effect and ±100 for the full control effect; nearly all actives have a fitted effect of over 60% in size
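Two sequential reads on A549 ARE_Fluc cells exposed to compound for 18-24 h: a CellTiter-Fluor fluorescence read for viability, then a luciferase luminescence read for Nrf2/ARE activity.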
S2 tox: reduces viability in counter-screen for ATXN expression inhibitors; S2 cells (HEK-293 line with an ATXN2-luciferase reporter) viability, CellTiter-Fluor protease fluorescence, 24 h; Potency, µM (top dose mostly 56.7 µM), most hits filed as cytotoxic; 400,000 compounds, 0.49% hits; note: potency is the fitted concentration of half-maximal effect; nearly all actives have a fitted effect of over 40% in size
HepG2 viability: counter-screen for TGF-b inhibitors: cytotoxicity in HepG2 cells. HepG2 CAGA-GFP viability, ATP luminescence, 18 h. Potency, µM (top dose mostly 46.1 µM), without a hit: top-dose activity change, negative = cytotoxicity, hits mostly cytotoxic. 410,000 compounds, 0.76% hits; note: potency is the fitted concentration of half-maximal effect; some results filed as inactive show a strong effect at the top dose
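CellTiter-Glo luminescence gave cytotoxicity after 18 hours at 37 degrees C. The cells were HepG2 CAGA-GFP in 1% FBS DMEM, stimulated with 500 pg/mL TGF-beta after compound addition. %Activity was normalised to no-cell wells (complete cell-killing) and DMSO (no toxicity), and curves were fitted and classified.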
CCT modulator: modulators of cytosolic chaperonin (CCT/TRiC) activity. 360,000 compounds, 0.3% hits. purified chaperonin ATPase assay, HTRF ADP detection, 30 min. activity change, % (test concentration not listed), hits read low; in the data active = activity change below about -30%; note: % is set by controls: 0 for no effect and ±100 for the full control effect
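Nucleotide hydrolysis assay: TRiC at 20–40 nM final (set by batch activity) with 10 uM ATP, 30 min at 37 °C, in presence of 76 uM compound. Detection by competitive ADP HTRF, 30 min ambient.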
TGFb SMAD3 inh: TGF-b pathway inhibition; HepG2 CAGA-GFP TGF-b/SMAD3 reporter, GFP fluorescence, 18 h; TGF-beta stimulated, 500 pg/mL final; Potency, µM (series often up to 46.1 µM), without a hit: top-dose activity, negative = inhibition, usual class: inhibitors; 410,000 compounds, 1.2% hits; note: potency is the fitted concentration of half-maximal effect; % is set by controls: 0 for no effect and ±100 for the full control effect; nearly all actives have a fitted effect of over 65% in size
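First, reporter cells (HEPG2 CAGA-GFP) rested 2 h at 37 degrees C. Next, compounds were pinned in and TGF-beta added to 500 pg/mL final. After 18 h, GFP was imaged per cell and summed per well.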
* hit, by the source's call; i = inactive; ? = inconclusive; / = no result given. Unless noted, calls come from the whole dose curve; as a rule, active = well fitted curve in the direction sought with a large enough effect; inconclusive = small, poorly fitted or top-dose-only effect, or another doubt; inactive = no such curve, though single readings can be large; an effect the other way counts as inactive or inconclusive. Rows are unselected (roughly 4.4% active in at least one column).

no.	Compound	A549 viability	Mm-Cpn inhibitor	pAkt inh	Nrf2 activator	Nrf2 inh
1	Cc1c(C(=O)N(Cc2ccccc2Cl)C2CCS(=O)(=O)C2)oc2ccccc12 (stereo unspecified)	-7%	1%	i	2.5%	-28%
2	Cn1c(Cc2ccc(Cl)cc2)nnc1SCC(=O)NC1CC1	-2%	0%	i	-0.5%	9%
3	Cc1nc2ccccn2c1CN(C)C(=O)C1CCC(=O)N(Cc2cccc(F)c2)C1 (stereo unspecified)	1%	2%	i	-0.7%	2%
4	CC1C2CC(C(CN(C)C)/C2=N/O)C1(C)C (stereo unspecified)	-2%	1%	i	0.2%	/
5	O=C(O)c1[nH]c2ccc(Cl)cc2c1CCN1C(=O)c2ccccc2C1=O	3%	-4%	i	?	0%
6	O=C(Nc1nc2ccsc2c(=O)s1)c1ccco1	-1%	1%	i	1.3µM*	?
7	COc1cccc(C(=O)c2c[nH]c(C(=O)NCc3cccs3)c2)c1	-3%	-1%	i	2.5%	11%
8	COc1ccc(-c2cc(C(=O)N3CCC3)c3ccccc3n2)cc1OC	-12%	-6%	i	4.5%	5%

no.	S2 tox	HepG2 viability	CCT modulator	TGFb SMAD3 inh
1	i	-23%	-1.4	-3%
2	i	4%	-0.9	0%
3	i	13%	-0.2	6%
4	i	5%	-2.0	0%
5	i	-32%	0.2	?
6	i	-1%	-0.8	-25%
7	i	-5%	0.1	-12%
8	i	8%	-1.2	-1%

no.	Compound	A549 viability	Mm-Cpn inhibitor	pAkt inh	Nrf2 activator	Nrf2 inh
9	O=C1CS/C(=N/N=C/c2cccs2)N1Cc1ccc(F)cc1	-8%	-9%	i	3.5%	?
10	Cc1cc(C)nc(NS(=O)(=O)c2ccc(N/C=C\C(=O)c3cccs3)cc2)n1	-6%	2%	i	8.5%	2%
11	CCCn1c(SCC(=O)NC2CCCCC2)nnc1-c1ccccn1	0%	4%	i	-0.8%	-3%
12	COc1cc(OC)cc(-c2c(C#Cc3ccsc3)c3cc(-c4ccc5cc[nH]c5c4)ccc3n2C)c1	-9%	0%	i	5.7%	7%
13	COC(=O)CCSCC(=O)Nc1nnc(C)s1	7%	1%	i	0.3%	1%
14	O=c1ccc2ccccc2n1Cc1cccc(F)c1	-1%	0%	i	-0.2%	?
15	O=C(Nc1ccc(N2CCN(C(=O)c3ccc(Cl)cc3)CC2)cc1)c1cccnc1	-7%	1%	i	-0.1%	-6%
16	Cc1ccc(NC(=O)Cn2c(=O)n(Cc3nc(C)no3)c(=O)c3ccccc32)c(Cl)c1	8%	/	/	-0.3%	10%

no.	S2 tox	HepG2 viability	CCT modulator	TGFb SMAD3 inh
9	i	-89%	-4.0	?
10	/	-11%	2.0	7%
11	i	-14%	0.6	-21%
12	i	0%	-26	6%
13	i	-8%	0.6	-19%
14	i	-65%	-0.1	-19%
15	i	28%	-0.9	13%
16	/	-11%	/	-3%

no.	Compound	A549 viability	Mm-Cpn inhibitor	pAkt inh	Nrf2 activator	Nrf2 inh
17	COc1ccc(OC)c(S(=O)(=O)N(C)CC(=O)N2CCN(c3cccc(Cl)c3)CC2)c1	0%	2%	i	-0.4%	/
18	CC(CCc1ccccc1)NC(=O)C(=O)NCc1ccccc1 (stereo unspecified)	14%	0%	i	0.4%	-6%
19	CC1CCCCN1S(=O)(=O)c1ccc(C(=O)Nc2nnc(-c3ccco3)o2)cc1 (stereo unspecified)	?	?	i	-0.4%	21µM*
20	O=C(NNC(=O)c1cnccc1C(F)(F)F)c1cccc(Cl)c1	-5%	-3%	i	3.3%	-6%
21	O=C(Cn1cc(S(=O)(=O)c2ccccc2)c(=O)c2cc(Cl)ccc21)Nc1ccc2c(c1)OCO2	-5%	/	/	-0.3%	14%
22	CC(=O)O[C@H]1C[C@@]2(O)[C@@H](OC(=O)c3ccccc3)C3[C@@](C)([C@@H](O)C[C@H]4OC[C@@]34OC(C)=O)[C@@H](O)[C@H](OC(C)=O)C(=C1C)C2(C)C (stereo partly specified)	-3%	0%	i	-1.2%	-15%
23	Cc1nc(Cl)sc1C(=O)Nc1cccc(Cl)c1C	8%	-1%	i	12%	-1%
24	C=CCOC(=O)C1=C[C@H](c2coc3ccccc3c2=O)C[C@H](OCc2ccc(CO)cc2)O1	-2%	/	i	-0.5%	4%

no.	S2 tox	HepG2 viability	CCT modulator	TGFb SMAD3 inh
17	i	10%	1.3	-13%
18	i	-56%	-1.1	-10%
19	i	-42%	-0.9	?
20	i	22%	1.4	-13%
21	i	-9%	/	-11%
22	i	-11%	-1.9	4%
23	i	-21%	-2.1	14%
24	i	1%	0.1	-8%

no.	Compound	A549 viability	Mm-Cpn inhibitor	pAkt inh	Nrf2 activator	Nrf2 inh
25	CCC(CO)Oc1cc(NC(=O)c2ccc(F)cc2)c2ncn(C(C)C)c2c1 (stereo unspecified)	-2%	0%	i	-0.1%	-9%
26	CN(c1ccccc1)c1ccc(/C=C(\CCC(=O)O)c2nc3ccccc3s2)cc1[N+](=O)[O-]	-13%	-2%	i	-0.5%	-13%
27	CC(=O)c1ccc2c(c1)OCCOCCOc1ccc(C(C)=O)cc1OCCOCCO2	2%	-8%	i	-1.0%	?
28	CCOCCCNC(=O)C1CCCN1S(=O)(=O)c1ccc(Cl)cc1 (stereo unspecified)	0%	-2%	i	-0.6%	-2%
29	Cc1occc1C(=O)N1CCC2(CCCN(Cc3ccc(F)c(F)c3)C2)C1 (stereo unspecified)	-4%	1%	i	-0.5%	-8%
30	COc1ccc(C(=O)Nc2ccc(NC(=O)c3cccc(F)c3)cn2)cc1	0%	-2%	i	-0.6%	-10%
31	Cc1ccc(OC(C)C(=O)N(Cc2cccs2)C2CCS(=O)(=O)C2)cc1C (stereo unspecified)	12%	2%	i	-0.7%	?
32	COc1ccc(C(=O)[C@H]2[C@H]3C(=O)N(c4ccc(C)cc4)C(=O)[C@H]3C3C=CC=NN32)cc1 (stereo partly specified)	1%	-1%	i	0.2%	13%

no.	S2 tox	HepG2 viability	CCT modulator	TGFb SMAD3 inh
25	?	8%	-2.5	0%
26	i	6%	2.3	?
27	i	-3%	0.8	-19%
28	i	6%	-0.5	-1%
29	/	-25%	-4.8	?
30	i	-29%	1.1	-22%
31	i	31%	0.4	-5%
32	i	14%	0.8	5%

no.	Compound	A549 viability	Mm-Cpn inhibitor	pAkt inh	Nrf2 activator	Nrf2 inh
33	CSc1ccc(S(=O)(=O)NCc2ccc(Cl)cc2)cc1	-6%	-5%	/	-0.2%	/
34	O=C1NCC(=O)N(Cc2ccccc2)/C1=C/c1ccccc1	9%	3%	i	0.1%	-13%
35	NNc1nc2ccccc2nc1C(F)(F)F	3%	1%	i	0.5%	?
36	O=C(CSc1nc2ccccc2o1)N1c2ccccc2Sc2ccc(C(F)(F)F)cc21	14%	-2%	i	-0.5%	-17%
37	O=C(Cc1ccc(Cl)c(Cl)c1)OCC(=O)c1ccc[nH]1	-8%	0%	i	-0.4%	6%
38	CN1CCN(c2ncnc3sc(-c4ccccc4)cc23)CC1	-4%	-4%	i	4.2%	-9%
39	NC(=O)c1ccc(NC(=O)CCCN2C(=O)c3ccccc3C2=O)cc1	/	-1%	i	-0.1%	5%
40	CN(C)C(=O)C1CCC(=O)N1Cc1cccs1 (stereo unspecified)	-4%	-1%	i	0.5%	4%

no.	S2 tox	HepG2 viability	CCT modulator	TGFb SMAD3 inh
33	i	-20%	-3.5	-8%
34	i	0%	0.3	9%
35	i	3%	-2.3	3%
36	i	-8%	-2.6	-13%
37	i	-4%	2.0	-8%
38	i	-32%	-0.7	?
39	i	-12%	-1.9	?
40	?	8%	-0.8	-16%

no.	Compound	A549 viability	Mm-Cpn inhibitor	pAkt inh	Nrf2 activator	Nrf2 inh
41	Cc1ccc(CCNC(=O)CN(C)S(=O)(=O)c2ccc3c(c2)n(C)c(=O)c(=O)n3C)cc1	0%	-1%	i	-0.7%	0%
42	O=C(Nc1cccc(S(=O)(=O)N2CCCCC2)c1)c1ccccn1	-6%	-2%	i	0.3%	-11%
43	COc1ccc(C2=NS(=O)(=O)N(C)C(C(=O)Nc3ccc(OC(F)(F)F)cc3)=C2)cc1	-7%	/	/	0.5%	-15%
44	Cc1cc(C)cc(OCc2nc3ncc(Br)cc3[nH]2)c1	-16%	/	i	2.2%	-30%
45	NC(=O)COC(=O)C1c2ccccc2Oc2ccccc21	4%	-9%	i	0.3%	21%

no.	S2 tox	HepG2 viability	CCT modulator	TGFb SMAD3 inh
41	i	1%	0.3	-11%
42	i	-2%	-1.8	3%
43	/	-35%	/	/
44	i	-34%	0.3	-12%
45	?	-14%	-1.3	-3%

Part of the list above, tab-delimited:
item	Compound	A549 viability	Mm-Cpn inhibitor	pAkt inh	Nrf2 activator	Nrf2 inh	S2 tox	HepG2 viability	CCT modulator	TGFb SMAD3 inh
42	O=C(Nc1cccc(S(=O)(=O)N2CCCCC2)c1)c1ccccn1	-6%	-2%	i	0.3%	-11%	i	-2%	-1.8	3%
43	COc1ccc(C2=NS(=O)(=O)N(C)C(C(=O)Nc3ccc(OC(F)(F)F)cc3)=C2)cc1	-7%	/	/	0.5%	-15%	/	-35%	/	/
44	Cc1cc(C)cc(OCc2nc3ncc(Br)cc3[nH]2)c1	-16%	/	i	2.2%	-30%	i	-34%	0.3	-12%
45	NC(=O)COC(=O)C1c2ccccc2Oc2ccccc21	4%	-9%	i	0.3%	21%	?	-14%	-1.3	-3%
